# AID inhibitor – inhibitors of human activation induced cytidine deaminase; 91,000 compounds, 0.32% hits; AID deamination FRET fluorescence, UDG-coupled, 4 h; Q9GZX7; Potency, µM (series often up to 115 µM), inactives show at the top dose activity change, negative = inhibition, most hits filed as inhibitors; note: nearly all actives have a fitted effect of over 25% in size
# Target sequence (Q9GZX7 whole entry, looked up): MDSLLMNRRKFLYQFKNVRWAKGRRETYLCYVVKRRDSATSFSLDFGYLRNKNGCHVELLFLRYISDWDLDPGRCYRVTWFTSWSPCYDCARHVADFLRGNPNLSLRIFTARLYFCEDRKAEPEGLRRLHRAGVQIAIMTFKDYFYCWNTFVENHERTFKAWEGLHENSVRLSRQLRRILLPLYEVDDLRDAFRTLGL
# UDG counterscr – counter-screen for AID inhibitors: uracil-DNA glycosylase inhibition; FRET deamination/UDG coupled assay, UDG read, 4 h; Potency, µM (series often up to 115 µM), inactives show at the top dose activity change, negative = inhibition, actives largely listed as inhibitors; 91,000 compounds, 0.14% hits; note: nearly all actives have a fitted effect of over 65% in size
# * hit, by the source's call; ? = inconclusive; [ ] = another dose, or the depositor's remark. Calls come from the whole dose curve; as a rule, active = well fitted curve in the direction sought with a large enough effect; inconclusive = small, poorly fitted or top-dose-only effect, or another doubt; inactive = no such curve, though single readings can be large; an effect the other way counts as inactive or inconclusive. % is set by controls: 0 for no effect and ±100 for the full control effect; potency is the fitted concentration of half-maximal effect.
SMILES,AID inhibitor,UDG counterscr
CCc1ccc(C2Sc3ccccc3NC3=C2C(=O)c2ccccc23)cc1 (configuration not stated),22.1%,-5.9%
Cc1nn2c(=O)cc(COC(=O)c3ccccc3NC(=O)COc3ccccc3C)nc2s1,12.0%,-2.8%
CCOCCCNC(=O)C(c1ccccc1)N(Cc1cccs1)C(=O)c1ccc(NC(C)=O)cc1 (configuration not stated),2.4%,6.4%
COc1ccc(NC(=O)CCS(=O)(=O)c2nc(-c3ccc4c(c3)OCO4)cc(C(F)(F)F)n2)cc1,-2.0%,4.4%
CCCCCC/C=N/NC(=O)c1ccc(C(C)(C)C)cc1,-13.0%,0.6%
Cc1nc2cc(NC(C)C(=O)Nc3c(C)cccc3C)ccc2o1 (configuration not stated),-4.4%,1.5%
COC(=O)c1scc(-c2ccc(C)cc2)c1S(=O)(=O)Nc1cc(Cl)ccc1C,-3.7%,-6.9%
CNC(=S)NNC(=O)CCc1ccccc1,5.5%,10.6%
COc1ccccc1CN(C)C(=O)c1n[nH]c(=O)c2ccccc12,-5.2%,-2.5%
CCOc1ccccc1CNc1nc2nc(C)cc(C)n2n1,-9.0%,-15.9%
O=C(Nc1ccc(Br)cc1)C1CCCN(S(=O)(=O)c2ccc(Br)s2)C1 (configuration not stated),3.3%,-22.0%[57.5 µM]
CCC(C)NC(=O)Nc1ccc2c(c1)CCN2S(C)(=O)=O (configuration not stated),-3.2%,1.0%
CCc1ccccc1NC(=O)c1ccc2ccccc2n1,-20.6%,-5.6%
O=C(O)Cn1nnc(-c2ccc(OCc3cccc(C(F)(F)F)c3)cc2)n1,?,-0.4%
Cc1ccc(Oc2nc3c(c(=O)n(Cc4ccccc4)c(=O)n3C)n2C)cc1C,?,-14.6%[57.5 µM]
CCN(C(=O)Cc1noc2ccccc12)c1cc(Cl)ccc1OC,0.0%,9.3%
O=C(Nc1cc(F)ccc1F)c1cnn2c(C(F)F)cc(-c3ccccc3)nc12,-6.1%,-2.0%
CCCC/C(C)=N/NC(=S)Nc1ccccc1,0.3%,-5.8%
COC(=O)c1ccccc1NC(=O)Cn1c(-c2ccccc2)nc(C)cc1=O,4.4%,-6.3%
CC(C)(c1ccc(OC(=O)c2ccccc2F)cc1)c1ccc(OC(=O)c2ccccc2F)cc1,1.0%,2.2%
O=C(NC1CCCc2ccccc21)C(c1ccccc1)c1ccccc1 (configuration not stated),-0.8%,3.1%
Clc1ccc(NCc2nc3ccccc3n2CCOc2ccccc2)cc1,-6.1%,3.4%
CCNC(=O)C(C)Sc1ncc(-c2ccc(F)cc2)o1 (configuration not stated),-3.5%,-4.5%
CCn1c(=O)[nH]c(=O)c2cc(C(=O)Nc3ccc(C)c4ncccc34)cnc21,18.3%,-6.0%
O=Cc1cccc2[nH]ccc12,-9.0%,-18.0%

# Later entries
SMILES,AID inhibitor,UDG counterscr
O=C(Cn1c(=O)oc2cc(S(=O)(=O)N3CCCC3)ccc21)Nc1ccc(OC(F)(F)F)cc1,2.8%,2.0%
CCOc1ccc(OCC)c(Nc2cc(C)nc3nc(-c4ccco4)nn23)c1,-7.0%,3.1%
COCCCn1c(=N)c(C(=O)NC2CCCC2)cc2c(=O)n3cc(C)ccc3nc21,41.8%[activator],1.0%
O=C(Nc1ccccc1Cl)[C@H](CSCc1ccccc1)N1Cc2ccccc2C1=O,-9.7%,2.3%
Cc1cc2ccccc2n1CC(=O)NC1CCN(C(=O)C(C)C)CC1,-2.0%,5.2%
CC(=O)c1ccc(N2CCN(C(=O)NCc3noc4ccc(C)cc34)CC2)cc1,?,-1.3%
O=C1/C(=C/c2ccc(-c3ccccc3)cc2)C(c2ccccc2)Oc2ccccc21 (configuration not stated),-8.4%,-8.9%
O=C(NCc1ccc(Cl)cc1)C1CCN(C(=O)c2cnn(-c3ccccc3)c2-n2cccc2)CC1,?,-5.1%
COc1ccc(N2CCN(C(=O)c3ccc(NC(=O)c4nsc5ccccc45)cc3)CC2)cc1,-13.5%,4.2%
CCCS(=O)(=O)N1CC(=O)N(c2ccc(Cl)cc2)C(C)(C(=O)NC2CCCC2)C1 (configuration not stated),6.8%,?
Cc1cccc(NC(=O)C(=O)NCCc2csc(-c3ccc(C(F)(F)F)cc3)n2)c1C,8.7%,-2.6%[57.5 µM]
CCn1cc(C(=O)N2CCN(c3cc(Cl)ccc3C)CC2)c(=O)c2cc(S(=O)(=O)N3CCOCC3)ccc21,?,-21.4%
Cc1ccc(CCNC(=O)c2cc3sccc3n2Cc2ccc(F)cc2)cc1,8.6%,-3.8%
Cc1cc(C)cc(-n2ccn3c(CCC(=O)NCc4cccnc4)nnc3c2=O)c1,-2.8%,-1.4%
Cc1ccccc1NC(=O)Cn1c(=O)c2c(ncn2CCC(C)C)n(Cc2ccccc2)c1=O,-3.8%,7.3%
CCc1ccc(CNC(=O)CCCN2C(=O)CCn3nc(-c4cccn4C)cc32)cc1,6.5%,-23.0%
O=C(Cc1coc2cc3c(cc12)CCC3)NC1CCCCC1,-3.3%,5.5%
Cc1cccc(N2CCn3c2nc2c3c(=O)n(CCCc3ccccc3)c(=O)n2C)c1,3.8%,-4.6%
O=C(CN1CCN(c2nc(-c3cccs3)nc3scc(-c4ccccc4)c23)CC1)N1CCCC1,?,-14.8%
CCn1cnnc1SCC(=O)Nc1sc2c(c1C#N)CCC(C)C2 (configuration not stated),-1.4%,9.9%
C=C(C)Cn1c(=O)c2c(nc3n2CCN3c2ccc(CC)cc2)n(C)c1=O,7.8%,4.7%
CCOc1cccc(C2c3[nH]c4ccccc4c3CCN2C(=O)CCC2CCCC2)c1 (configuration not stated),0.8%,5.9%[57.5 µM]
CCCCn1cc(S(=O)(=O)c2ccc(CC)cc2)c(=O)c2cc(F)c(N3CCCC(C)C3)cc21 (configuration not stated),?,?
COc1ccc(Cl)cc1C(=O)NCCN1CCCCC1,2.3%,4.4%
CC(=O)Nc1ccc2oc(-c3ccc(C(C)(C)C)cc3)cc(=O)c2c1,7.2%,7.8%

# Later entries.
SMILES,AID inhibitor,UDG counterscr
O=C(CCc1ncc(-c2ccccc2F)o1)Nc1ccc(F)cc1Cl,-4.7%,3.8%
Cc1ccc2nc3c(cc(C#N)c(=O)n3-c3nnc(SCc4ccccc4Cl)s3)c(=O)n2c1,22.8%,33.8%[activator]
CC(C(=O)NCCSCc1cccc(Cl)c1)N(c1ccccc1)S(C)(=O)=O (configuration not stated),?,-13.5%
CCCSc1nc2sc3c(c2c(=O)n1-c1ccc(C)cc1)CCCC3,15.4%,-10.5%
Cc1cc(=O)oc2c(C)c(OCC(=O)NCCc3ccc(S(N)(=O)=O)cc3)ccc12,-4.8%,4.7%
COc1cc2c(cc1NC(=O)CCCOc1ccccc1)oc1ccccc12,-0.2%,3.7%
COc1ccc(CCN2C(=O)N(c3ccc(F)cc3)C(=O)C2CC(=O)Nc2ccccc2)cc1 (configuration not stated),6.2%,?
CCOc1ccc(NC(=O)c2cnn3c(C(F)F)cc(-c4ccc(C)cc4)nc23)cc1,28.4%,3.1%
CCOc1cc(C(=O)Nc2ccc3nc(Nc4cccc(Cl)c4)cc(C)c3c2)cc(OCC)c1OCC,?,-16.4%
COc1ccccc1NC(=O)c1oc2ccccc2c1NC(=O)Cc1cccs1,15.9%,-8.6%
O=c1c(NCCc2ccc(Cl)cc2)nccn1-c1ccccc1,19.8%,51.8%[activator]
CCOC(=O)c1cc(OC(C)C(=O)NC)cc(C(=O)OCC)c1 (configuration not stated),0.0%,9.7%
CC(Sc1nc2ccccc2[nH]1)C(=O)NC1(C#N)CCCCC1 (configuration not stated),7.6%,-3.8%
Cc1cccc(N2CCN(C(=O)CCc3nnc4n(CC(C)C)c(=O)c5ccccc5n34)CC2)c1C,5.3%,-9.5%
COC(=O)c1c(NC(=O)C(C)Oc2ccc(Cl)c(C)c2)sc(C)c1C (configuration not stated),14.5%[57.5 µM],-0.4%[57.5 µM]
COc1ccc(C)c2sc(NC(=O)c3ccc(S(=O)(=O)N4CCCCC4)cc3)nc12,21.7%,-2.8%
CC(=O)c1ccc(NC(=O)CCCc2nc(-c3cccc(C)c3)no2)cc1,?,?
CCOc1ccc(S(=O)(=O)Nc2ccccc2-c2nnc3n2CCCCC3)cc1OCC,0.0%,-1.4%
Cc1ccc2c(c1)-c1c(cnc3cc(-c4ccc(F)cc4)nn13)CO2,0.7%,-3.9%
Brc1cccc(/C=N/Nc2ccc3ccccc3c2)c1,17.2%,-15.9%
O=C(Cn1ccc2c(Br)cccc21)NC1CC1,3.3%,0.5%
Fc1ccccc1-n1c(SCc2cccc(C(F)(F)F)c2)nnc1-c1cccnc1,-8.4%,3.0%
COc1ccc2c(CNC3CCCC3)c(C(=O)O)n(Cc3ccccc3C)c2c1,-16.3%,15.2%
COc1ccc(C(=O)NC(c2ccccc2Cl)c2cc(Cl)c3cccnc3c2O)cc1 (configuration not stated),3.6%,-5.3%
O=C(Nc1ccc2c(c1)OCO2)NC1(C(F)(F)F)Oc2ccccc2O1,39.9%[activator],-3.5%

# Other compounds:
SMILES,AID inhibitor,UDG counterscr
Cc1cc(C(=O)N(Cc2ccccn2)C2CC2)sc1C,16.8%,2.6%
Cc1c(C(=O)NCc2ccccc2Cl)sc2nc3n(c(=O)c12)CCCC3,-19.2%,14.0%
COc1ccc(OC)c(NC(=O)c2cc3cc(C)ccc3n2C)c1,-6.2%,5.0%
CCn1cnc2c1c(=O)n(CC(=O)Nc1ccccc1OC(F)F)c(=O)n2Cc1ccccc1,-7.2%,-0.6%
O=C(c1cccc(F)c1)N1CCC(c2c[nH]c3ccccc23)(c2c[nH]c3ccccc23)CC1,-2.2%,-1.7%
CCCCNC(=O)CSC1=Nc2ccccc2C2=NC(CCC(=O)NCc3ccccc3OC)C(=O)N12 (configuration not stated),-7.7%,-9.9%
COc1ccccc1NC(=O)c1cc(=O)c2ccccc2o1,-6.0%,0.7%
CCc1nn(CC(=O)NCCCN2CCN(C)CC2)c(=O)c2cc3occc3n12,14.7%,-17.6%
COc1ccc(-c2ccc(NS(=O)(=O)c3ccccc3Cl)cc2)nn1,10.3%,6.5%
CCOc1ccccc1NS(=O)(=O)c1ccc(-c2coc(C)n2)cc1,-2.3%,12.9%
COc1cc(C2c3c(-c4c(C)cc(C)cc4O)n[nH]c3C(=O)N2CCO)cc(OC)c1OC (configuration not stated),-8.6%,0.0%
O=C(CC(c1ccc(OCc2ccccc2)cc1)S(=O)(=O)c1ccccc1)c1ccc(F)cc1 (configuration not stated),8.0%,2.4%
N#C/C(=C/c1cccn1-c1cccc(C(F)(F)F)c1)c1ccc([N+](=O)[O-])cc1,-7.6%,-0.2%
CC#CC[N+](C)(CC#CC)CC(=O)C(C)(C)C,0.6%,5.6%
CC(=O)N1c2ccc(S(=O)(=O)Nc3ccc(Cl)cc3C)cc2CC1C (configuration not stated),?,-4.4%
N#Cc1c(N)n[nH]c1CCCNC(=O)c1cn(-c2ccccc2)nc1-c1cccnc1,-4.6%,-9.1%
Cc1ccc(-c2nn3c(N4CCCCC4)cc(C)nc3c2C)cc1,-0.2%,-10.4%
Cc1ccc(C)c(NC(=O)C2CCCCC2)c1,0.6%,3.9%
Cc1cc(C)c(NC(=O)Cn2nnc3sc4c(c3c2=O)CCC(C(C)(C)C)C4)c(C)c1 (configuration not stated),-13.0%,12.6%
COc1ccc(NC(=O)CSc2nnc3scc(-c4ccc(Cl)cc4)n23)cc1,-8.0%,?
CC(=O)Nc1ccc(NC(=O)c2cc3sccc3n2Cc2ccc(F)cc2)cc1,5.8%,-17.0%
Cc1cccc(NC(=O)Cn2c(=O)n(-c3ccccc3Cl)c(=O)c3c(C)c(C(=O)N(C)C)sc32)c1,0.4%,-29.9%
NS(=O)(=O)c1ccc(NC(c2ccccc2)C2CC2)c([N+](=O)[O-])c1 (configuration not stated),-3.4%,-6.4%
COc1ccc(C(=O)Nc2oc3c(C)cccc3c(=O)c2-c2ccccc2)cc1,-5.3%,6.4%
O=C(/C=C/c1ccco1)OCC(=O)C12CC3CC(CC(C3)C1)C2,-6.4%,-5.8%

# As entered above:
# UDG counterscr with CC(=O)Nc1ccc(NC(=O)c2cc3sccc3n2Cc2ccc(F)cc2)cc1 reads -17.0%
# UDG counterscr with O=C(CC(c1ccc(OCc2ccccc2)cc1)S(=O)(=O)c1ccccc1)c1ccc(F)cc1 (configuration not stated) reads 2.4%

# (more compounds)
SMILES,AID inhibitor,UDG counterscr
CCN1CCN(c2nc3c(c(=O)[nH]c(=O)n3C)n2CCSc2nc3ccccc3o2)CC1,-0.5%,0.1%
CCOC(=O)c1ccoc1CN1CCCC(O)C1 (configuration not stated),7.5%,9.3%
Cc1cccc(C(=O)NCC(c2cccs2)N2CCCC2)n1 (configuration not stated),8.7%,-1.2%
COc1ccc(CCC(=O)NCc2ccc3c(c2)CCN3C(=O)c2ccc(Cl)cc2)cc1,?,?
COc1cccc(CNC(=O)c2cc(S(=O)(=O)N3CCCCC3)c[nH]2)c1,-3.5%,8.0%
CCS(=O)(=O)c1nc(S(=O)(=O)c2ccc(C)cc2)c(NC(C)C)s1,-1.2%,-1.2%
Cc1cccc(NC(=O)CN2CCN(C(=O)CCNS(=O)(=O)c3ccc(F)cc3)CC2)c1C,1.0%,4.4%
CCN1CCN(C(=O)c2ccc3c(c2)N(Cc2ccccc2F)C(=O)c2ccccc2S3(=O)=O)CC1,-8.1%,-8.1%

# Another view of some results above.
COc1ccc(CCC(=O)NCc2ccc3c(c2)CCN3C(=O)c2ccc(Cl)cc2)cc1
  AID inhibitor = ?
  UDG counterscr = ?

CCS(=O)(=O)c1nc(S(=O)(=O)c2ccc(C)cc2)c(NC(C)C)s1
  AID inhibitor = -1.2%
  UDG counterscr = -1.2%

Cc1cccc(NC(=O)CN2CCN(C(=O)CCNS(=O)(=O)c3ccc(F)cc3)CC2)c1C
  AID inhibitor = 1.0%
  UDG counterscr = 4.4%

Cc1cccc(C(=O)NCC(c2cccs2)N2CCCC2)n1 (configuration not stated)
  AID inhibitor = 8.7%
  UDG counterscr = -1.2%

# Screens deposited in PubChem by National Center for Advancing Translational Sciences (NCATS).

# Some of the compounds tested; the hit share may differ from the screen's.
